High-throughput results from PubChem BioAssay.
STK33 inh: STK33 kinase inhibitors, primary screen, biochemical, luminescence, ADP-Glo, MBP substrate | Serine/threonine-protein kinase 33 (Homo sapiens), Q9BYT3 | inhibition, % at 12.5 µM | 27,000 tested, 0.44% active | AID 2322, 2010; in the data active = inhibition above about 20%
Target sequence (Q9BYT3 whole entry, looked up): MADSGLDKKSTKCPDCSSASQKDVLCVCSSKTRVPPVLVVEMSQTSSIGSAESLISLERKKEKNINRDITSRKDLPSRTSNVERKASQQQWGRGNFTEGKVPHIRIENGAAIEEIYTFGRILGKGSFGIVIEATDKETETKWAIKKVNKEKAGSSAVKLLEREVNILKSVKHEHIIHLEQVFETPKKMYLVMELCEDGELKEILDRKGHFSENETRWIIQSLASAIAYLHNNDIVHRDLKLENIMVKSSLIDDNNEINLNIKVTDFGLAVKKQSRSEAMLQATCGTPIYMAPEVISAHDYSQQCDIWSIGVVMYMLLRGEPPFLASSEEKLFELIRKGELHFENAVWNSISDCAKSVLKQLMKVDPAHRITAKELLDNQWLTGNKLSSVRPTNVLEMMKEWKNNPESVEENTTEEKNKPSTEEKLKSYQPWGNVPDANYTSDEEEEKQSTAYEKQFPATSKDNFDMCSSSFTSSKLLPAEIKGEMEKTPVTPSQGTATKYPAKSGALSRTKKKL
mut p53 react: mutant p53 pathway re-activators, primary screen, cell-based, SW480, luciferase, single point, HTS. SW480 PUMA-promoter luciferase, p53 mutant reactivation. activation, % at 9.98 µM. 28,000 tested, 1.5% active. AID 624151, 2012; in the data active = activation above about 52%
The depositor's hits bear a star; . = no result given. Only part of the results is shown (hit frequency here may not be typical).

SMILES	STK33 inh	mut p53 react
C[C@@H]1CN([C@H](C)CO)C(=O)Cc2cc(NC(=O)c3ccncc3)ccc2O[C@@H]1CN(C)C(=O)Nc1ccc2c(c1)OCO2	0	.
C[C@H]1CN([C@@H](C)CO)C(=O)c2cc(C3=CCCC3)cnc2O[C@@H]1CN(C)S(=O)(=O)c1cn(C)cn1	.	4
Cc1ccc(NC(=O)CSc2nncc3ccccc23)cc1	-2	-4
COc1ccc(CN(C)C[C@H]2Oc3c(NS(=O)(=O)c4cn(C)cn4)cccc3C(=O)N([C@H](C)CO)C[C@H]2C)cc1	.	6
CN(C)CCCCCCNC(=O)[C@@H]1C[C@@H]2C(=O)NCC(=O)N2[C@@H]1c1cccc(OCCO)c1	-1	.
COc1ccc(S(=O)(=O)Nc2ccc3c(c2)C(=O)N([C@H](C)CO)C[C@H](C)[C@H](CN(C)S(=O)(=O)c2ccc(OC)cc2)OCCCC[C@H](C)O3)cc1	.	-23
C/C=C(/C)C(=O)O[C@H]1C=C(C)C[C@H](OC(=O)c2ccc(O)cc2)C2[C@](O)(C(C)C)CC[C@@]21C (stereo partly drawn)	-5	.
COc1ccc(C)cc1NC(=O)CN(c1ccc(I)cc1)S(C)(=O)=O	-7	-9
Cc1noc(C)c1NC(=O)N(C)C[C@@H]1Oc2c(NS(=O)(=O)c3c(C)noc3C)cccc2C(=O)N([C@H](C)CO)C[C@@H]1C	.	12
COc1ccc(CN(C)C[C@H]2OCc3cnnn3CCCC(=O)N([C@H](C)CO)C[C@H]2C)cc1	-4	.
N#CC(C(=O)Nc1ccccc1)=C1CCCC1	-1	.
Cc1noc(C)c1NC(=O)N(C)C[C@@H]1Oc2c(NS(=O)(=O)c3cn(C)cn3)cccc2C(=O)N([C@@H](C)CO)C[C@H]1C	.	7
Cc1noc(C)c1NC(=O)N(C)C[C@H]1OCCCC[C@@H](C)Oc2ccc(NS(=O)(=O)c3cccs3)cc2C(=O)N([C@@H](C)CO)C[C@H]1C	.	-1
CC1(C)CC(=O)C2=C(C1)N(Cc1ccco1)C(=O)C2(NC(=O)c1ccco1)C(F)(F)F (stereo not drawn)	-2	-21
CNC[C@@H]1Oc2c(NS(=O)(=O)c3c(C)noc3C)cccc2C(=O)N([C@@H](C)CO)C[C@@H]1C	.	0
C[C@@H]1CN([C@H](C)CO)C(=O)Cc2cc(NS(C)(=O)=O)ccc2O[C@@H]1CN(C)S(=O)(=O)c1ccc(Cl)cc1	-1	.
COc1ccc(NC(=O)CN2CCN(S(=O)(=O)c3c(C)cc(C)cc3C)CC2)cc1	2	1
Clc1ccccc1OCCSc1nnc(-c2cccnc2)n1-c1ccccc1	-3	2
CC1CC2C3CCC4=CC(=O)C=CC4(C)C3(F)C(O)CC2(C)C1(O)C(=O)CO (stereo not drawn)	.	0
C[C@H]1CN([C@@H](C)CO)C(=O)Cc2cc(NS(C)(=O)=O)ccc2O[C@@H]1CN(C)Cc1ccncc1	-1	.
Cc1ccc(NC(=O)CN(c2ccc(F)c(Cl)c2)S(C)(=O)=O)c(C)c1	-2	-2
C[C@@H]1CN([C@H](C)CO)C(=O)Cc2cc(NS(=O)(=O)c3cccs3)ccc2O[C@@H]1CN(C)S(=O)(=O)c1cccs1	-3	.
C[C@@H]1CCCCO[C@H](CN(C)C(=O)Cc2ccccc2)[C@@H](C)CN([C@H](C)CO)C(=O)c2cc(NC(=O)Nc3ccc(C(F)(F)F)cc3)ccc2O1	-2	.
O=C(CSc1ncn(-c2ccccc2)n1)Nc1ccc(Cl)cc1	16	-8

Arranged by number of heavy atoms (high to low): three of the compounds above.
SMILES	STK33 inh	mut p53 react
C[C@@H]1CN([C@H](C)CO)C(=O)Cc2cc(NS(C)(=O)=O)ccc2O[C@@H]1CN(C)S(=O)(=O)c1ccc(Cl)cc1	-1	.
CNC[C@@H]1Oc2c(NS(=O)(=O)c3c(C)noc3C)cccc2C(=O)N([C@@H](C)CO)C[C@@H]1C	.	0
Clc1ccccc1OCCSc1nnc(-c2cccnc2)n1-c1ccccc1	-3	2

New compounds follow
SMILES	STK33 inh	mut p53 react
Cc1ccc(Cl)cc1NC(=O)CN(c1cccc(Cl)c1C)S(C)(=O)=O	-11	-21
Cc1cccc(S(=O)(=O)N(C)C[C@@H]2OCc3cn(nn3)CCCC(=O)N([C@@H](C)CO)C[C@H]2C)c1	-2	.
C[C@H]1CN([C@@H](C)CO)C(=O)CCCn2cc(nn2)CO[C@H]1CN(C)S(=O)(=O)c1ccc(Oc2ccccc2)nc1	2	0
[N-]=[N+]=NCc1ccccc1C[C@]1(C(=O)NCCN2CCOCC2)COC(c2ccc(OCCCO)cc2)=N1	-10	.
C[C@@H]1CCCCO[C@H](CN(C)S(C)(=O)=O)[C@@H](C)CN([C@@H](C)CO)C(=O)c2cc(NS(=O)(=O)c3ccccc3)ccc2O1	.	-2
CC(C)NC(=O)Nc1ccc2c(c1)C(=O)N([C@H](C)CO)C[C@H](C)[C@H](CN(C)CC1CCCCC1)O2	-1	.
C[C@@H]1CN([C@@H](C)CO)C(=O)Cc2cc(NC(=O)NC3CCCCC3)ccc2O[C@H]1CN(C)C(=O)Nc1ccc2c(c1)OCO2	.	9
CC(NS(=O)(=O)c1ccc(F)cc1)C(=O)Nc1ccc(I)cc1 (stereo not drawn)	3	-14
Cc1cc(C)nc(SCC(=O)c2cc(C(C)(C)C)c(O)c(C(C)(C)C)c2)n1	0	-4
Cc1ccc(-n2nc3ccc(NC(=O)COc4cccc(C)c4)cc3n2)cc1	-2	-16
COc1cc2c(cc1OC)CN(C(=O)[C@@H]1[C@H]3C(=O)O[C@H](c4ccccc4)[C@H](c4ccccc4)N3[C@H](c3ccccc3OCCO)[C@@]13C(=O)Nc1ccc(C#CCNC(N)=O)cc13)CC2	17	.
C[C@@H]1CCCCO[C@@H](CN(C)C(=O)NC2CCCCC2)[C@@H](C)CN([C@H](C)CO)C(=O)c2cc(NC(=O)CCC(F)(F)F)ccc2O1	4	.

Four of these compounds in a different format:
Value order: STK33 inh, mut p53 react
Cc1cccc(S(=O)(=O)N(C)C[C@@H]2OCc3cn(nn3)CCCC(=O)N([C@@H](C)CO)C[C@H]2C)c1
 : -2, .
C[C@H]1CN([C@@H](C)CO)C(=O)CCCn2cc(nn2)CO[C@H]1CN(C)S(=O)(=O)c1ccc(Oc2ccccc2)nc1
 : 2, 0
[N-]=[N+]=NCc1ccccc1C[C@]1(C(=O)NCCN2CCOCC2)COC(c2ccc(OCCCO)cc2)=N1
 : -10, .
C[C@@H]1CCCCO[C@H](CN(C)S(C)(=O)=O)[C@@H](C)CN([C@@H](C)CO)C(=O)c2cc(NS(=O)(=O)c3ccccc3)ccc2O1
 : ., -2

The listing continues.
SMILES	STK33 inh	mut p53 react
Cc1ccccc1NC(=O)c1ccc(OCC(=O)Nc2ccccc2C(F)(F)F)cc1	-2	-7
C[C@H](CO)N1C[C@H](C)[C@H](CN(C)C)Oc2ccc(NC(=O)CCCN(C)C)cc2C1=O	0	8
Cc1noc(C)c1NC(=O)N(C)C[C@H]1Oc2ccc(NC(=O)Nc3ccc4c(c3)OCO4)cc2CC(=O)N([C@H](C)CO)C[C@H]1C	-1	18
Cc1ccc(S(=O)(=O)N(C)C[C@@H]2Oc3ccc(NC(=O)C4CC4)cc3CC(=O)N([C@H](C)CO)C[C@H]2C)cc1	-2	4
Cc1ccc(NC(=O)CC(N)C(=O)O)cc1 (stereo not drawn)	1	2
C[C@@H]1CN([C@@H](C)CO)C(=O)c2cc(N(C)C)ccc2O[C@@H]1CN(C)S(C)(=O)=O	0	.
O=C(CSc1nnc2scc(-c3ccccc3)n12)Nc1nsc(-c2ccccc2)n1	3	9
COc1ccccc1N1CCN(CC(O)COc2cccc3ccccc23)CC1 (stereo not drawn)	-1	.
CC(C)NC(=O)N(C)C[C@@H]1Oc2ccc(NC(=O)Nc3ccc(F)cc3)cc2CC(=O)N([C@H](C)CO)C[C@@H]1C	1	.
COc1cccc(-c2ccc3c(c2)O[C@H](CN(C)C(C)=O)[C@H](C)CN([C@H](C)CO)S3(=O)=O)c1	.	2
CC[C@H](C)C(=O)O[C@H]1CCC=C2C=C[C@H](C)C(CCC3C[C@@H](O)CC(=O)O3)[C@H]21 (stereo partly drawn)	5	-9
C[C@@H]1CN([C@H](C)CO)C(=O)Cc2cc(NC(=O)Cc3cn(C)c4ccccc34)ccc2O[C@H]1CN(C)Cc1ccc(Cl)c(Cl)c1	7	.
CC(C)(C)n1nc(-c2cccc3ccccc23)c2c(N)ncnc21	.	4
C[C@H]1CN([C@@H](C)CO)C(=O)c2cc(-c3ccc(C#N)cc3)cnc2O[C@H]1CN(C)Cc1cccnc1	.	8
Cc1ccccc1-c1cnc2c(c1)C(=O)N([C@@H](C)CO)C[C@@H](C)[C@@H](CN(C)Cc1ccccc1F)O2	.	-8
Cc1noc(C)c1NC(=O)Nc1cccc2c1O[C@@H](CN(C)Cc1ccc(C(F)(F)F)cc1)[C@H](C)CN([C@H](C)CO)C2=O	.	8
CC(C)NC(=O)Nc1ccc2c(c1)C(=O)N([C@@H](C)CO)C[C@@H](C)[C@@H](CN(C)C(=O)Nc1ccccc1)OCCCC[C@H](C)O2	.	-5
CCSc1ccccc1C(=O)Nc1ccc(S(=O)(=O)Nc2ncccn2)cc1	-2	0
COc1ccc(CN(C)C[C@H]2Oc3c(NC(=O)c4cnccn4)cccc3C(=O)N([C@@H](C)CO)C[C@@H]2C)cc1	.	5
CCOC(=O)c1cc(-c2ccccc2)sc1NC(=S)Nc1cnn(CC)c1C(N)=O	-6	20
COc1ccc(NC(=O)Nc2ccc3c(c2)C(=O)N([C@H](C)CO)C[C@@H](C)[C@@H](CN(C)S(=O)(=O)c2cn(C)cn2)O3)cc1	.	-6
COc1ccc(S(=O)(=O)N(C)C[C@H]2Oc3ccc(NC(=O)C4CC4)cc3C(=O)N([C@H](C)CO)C[C@H]2C)cc1	.	-21
C[C@@H]1CN([C@H](C)CO)S(=O)(=O)c2ccc(C#CC3CC3)cc2O[C@@H]1CN(C)Cc1ccncc1	.	-8
C[C@@H]1CN([C@@H](C)CO)C(=O)Cc2cc(NC(=O)C3CCCCC3)ccc2O[C@@H]1CN(C)S(=O)(=O)c1ccccc1	-2	.

Entries of single compounds from above. Screens in order: STK33 inh	mut p53 react
Cc1noc(C)c1NC(=O)N(C)C[C@H]1OCCCC[C@@H](C)Oc2ccc(NS(=O)(=O)c3cccs3)cc2C(=O)N([C@@H](C)CO)C[C@H]1C is listed as .	-1
O=C(CSc1ncn(-c2ccccc2)n1)Nc1ccc(Cl)cc1 is listed as 16	-8
Cc1noc(C)c1NC(=O)N(C)C[C@@H]1Oc2c(NS(=O)(=O)c3cn(C)cn3)cccc2C(=O)N([C@@H](C)CO)C[C@H]1C is listed as .	7
Cc1noc(C)c1NC(=O)Nc1cccc2c1O[C@@H](CN(C)Cc1ccc(C(F)(F)F)cc1)[C@H](C)CN([C@H](C)CO)C2=O is listed as .	8

Other compounds
SMILES	STK33 inh	mut p53 react
COc1ccc(CN(C)C[C@@H]2Oc3ccc(NC(=O)Nc4ccc5c(c4)OCO5)cc3CC(=O)N([C@H](C)CO)C[C@@H]2C)cc1	-1	-14
Cc1cccc(-c2noc(CN(C(=O)c3ccc([N+](=O)[O-])c(C)c3)C(C)C)n2)c1	-1	-24
CC(C(=O)N1CCN(C)CC1)N(c1ccccc1)S(C)(=O)=O (stereo not drawn)	1	-5
O=C(CSc1nnc(-c2ccncc2)n1-c1cccc(C(F)(F)F)c1)c1ccc(F)cc1	1	13
COc1ccc(NC(=O)Nc2cccc3c2O[C@@H](CN(C)S(=O)(=O)c2ccc(Cl)cc2)[C@H](C)CN([C@@H](C)CO)C3=O)cc1	.	-6
C/C=C(\C)C(=O)O[C@@H]1[C@@H](OC(C)=O)C2[C@@]3(C)CC[C@H](OC4CC(OC)C(OC5CC(OC)C(OC6CC(OC)C(OC7OC(C)C(OC8OC(CO)C(O)C(O)C8O)C(OC)C7O)C(C)O6)C(C)O5)C(C)O4)CC3=CC[C@@]2(O)[C@@]2(O)CC[C@H](C(C)=O)[C@@]12C (stereo partly drawn)	-5	-1
COc1ccc(S(=O)(=O)Nc2ccc3c(c2)C(=O)N([C@H](C)CO)C[C@H](C)[C@H](CN(C)C(=O)NC(C)C)O3)cc1	0	.
C[C@H]1CN([C@@H](C)CO)C(=O)c2cc(NC(=O)Cn3cnnn3)ccc2O[C@H]1CN(C)C(=O)Nc1ccccc1	0	.
CCC/C=C/C=C/C1C[C@@H](O)[C@@H](O)C(=O)[C@H]1CO (stereo partly drawn)	-5	.
O=C(NCC(O)c1ccccc1)c1ccc(Cl)c(S(=O)(=O)N2CCOCC2)c1 (stereo not drawn)	0	-10
Cc1ccc(OCC(=O)Nc2cc(Cl)ccc2N2CCOCC2)c(C)c1	0	-2
Cc1cc(C)nc(NS(=O)(=O)c2ccc(NC(=S)NC(=O)c3ccccc3)cc2)n1	2	2
C[C@@H]1CN([C@@H](C)CO)C(=O)c2cc(NC(=O)CCCN(C)C)ccc2O[C@@H]1CN(C)Cc1ccncc1	-1	.
COC(=O)c1cccc(NC(=O)CN(c2ccc(Br)c(C)c2)S(C)(=O)=O)c1C	-1	26
C[C@@H]1CCCCO[C@@H](CN(C)C(=O)c2ccccc2)[C@H](C)CN([C@H](C)CO)C(=O)c2cc(NC(=O)CCCN(C)C)ccc2O1	.	5
C[C@@H]1CCCCO[C@@H](CN(C)C)[C@@H](C)CN([C@H](C)CO)C(=O)c2cc(NC(=O)NC3CCCCC3)ccc2O1	3	.
COc1ccc(-c2ccc(C#N)c(SCC(=O)Nc3cccc(C(F)(F)F)c3)n2)cc1	1	-5
O=C(O)C1CCCCC1C(=O)Nc1ccc(S(=O)(=O)N2CCCCC2)cc1 (stereo not drawn)	5	-11
C[C@@H]1CN([C@H](C)CO)C(=O)c2cc(NC(=O)Nc3ccccc3)ccc2O[C@@H](C)CCCCO[C@H]1CN(C)C(=O)C1CCCCC1	.	-25
COc1ccc(S(=O)(=O)n2cc(-c3ccc(C)cc3)c(N)n2)c(OC)c1	1	-18
C[C@@H]1CCCCO[C@@H](CN(C)C(=O)C2CCCCC2)[C@@H](C)CN([C@H](C)CO)C(=O)c2cc(NS(=O)(=O)c3ccccc3)ccc2O1	6	-7
C[C@H]1CN([C@@H](C)CO)C(=O)c2cccc(NC(=O)C3CCOCC3)c2O[C@@H]1CN(C)S(=O)(=O)c1cn(C)cn1	.	-5
